# GLP1R ag: qHTS of GLP-1 Receptor Agonists; HEK293 GLP-1R CRE-luciferase, luminescence, 4-6 h; cells express a hypersensitive GLP-1R form; Potency, µM (doses to about 45.6 µM), for the others: at the top dose activation, most hits filed as activators; Glucagon-like peptide 1 receptor (Homo sapiens), P43220; 0.007% of 380,000 active; note: potency is the fitted concentration of half-maximal effect; % of control where 0% means no effect
# Target sequence (P43220 whole entry, looked up): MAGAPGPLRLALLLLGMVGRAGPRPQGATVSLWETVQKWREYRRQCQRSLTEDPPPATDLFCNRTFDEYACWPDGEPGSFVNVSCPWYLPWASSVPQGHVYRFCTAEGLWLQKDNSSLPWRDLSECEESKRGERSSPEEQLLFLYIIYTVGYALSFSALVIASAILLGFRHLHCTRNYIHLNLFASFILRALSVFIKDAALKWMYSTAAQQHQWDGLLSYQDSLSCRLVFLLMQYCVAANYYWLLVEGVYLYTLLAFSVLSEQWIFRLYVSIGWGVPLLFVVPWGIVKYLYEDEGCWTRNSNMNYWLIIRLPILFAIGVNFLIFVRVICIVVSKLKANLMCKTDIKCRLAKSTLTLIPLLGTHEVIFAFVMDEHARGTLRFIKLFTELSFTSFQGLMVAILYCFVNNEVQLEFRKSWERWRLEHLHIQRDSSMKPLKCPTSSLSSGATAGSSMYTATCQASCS
# GLP1R inv ag: qHTS of GLP-1 Receptor Inverse Agonists (Inhibition Mode); Glucagon-like peptide 1 receptor (Homo sapiens), P43220; HEK293 GLP-1R CRE-luciferase, luminescence, 24 h; GLP-1R form is constitutively active; Potency, µM (series often up to 38.3 µM), for inactives: at the top dose activity change, negative = inhibition, actives largely listed as inhibitors; 1.6% of 410,000 active; AID 624417, 2012; note: potency is the fitted concentration of half-maximal effect; % is set by controls: 0 for no effect and ±100 for the full control effect; nearly all actives have a fitted effect of over 55% in size
#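 GLP-1R inverse agonism mode: basal reporter luminescence in engineered HEK293 cells measured after one day of compound exposure at 37 deg C, with a 12 min room-temperature detection step.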
# aSyn yeast inh: qHTS of alpha-syn Inhibitors. Yeast expressing alpha-synuclein, growth rescue, BacTiter-Glo, 24 h. Potency, µM (doses to about 46.1 µM), without a hit: top-dose growth rescue (activation), usual class: activators. 0.14% of 370,000 active. AID 652106, 2013; note: potency is the fitted concentration of half-maximal effect; % of control where 0% means no effect; nearly all actives have a fitted effect of over 65% in size
#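 Screening used galactose-induced yeast with toxic alpha-synuclein levels, exposed to compound for 24 hr at 30 deg C. Cell growth, read with BacTiter-Glo luminescence, gave the measured signal.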
# GLP1R cytotox: qHTS of GLP-1 Receptor Inverse Agonists: Cytotox Screen; Potency, µM (titrated, usually from 38.3 µM), without a hit: at the highest dose activity change, negative = inhibition, most hits filed as inhibitors; HEK293 cAMP-luciferase reporter cells, luminescence, 24 h; 0.13% of 410,000 active;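 note: loss of luciferase light is scored as toxicity; potency is the fitted concentration of half-maximal effect; % is set by controls: 0 for no effect and ±100 for the full control effect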
#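 Compound-treated cells are incubated 24 hr at 37 deg C under 5% CO2 after a 12 hour attachment period, then luciferase detection reagent is added and luminescence is measured following 12 min at room temperature; lowered signal indicates toxicity.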
# TDP-43 yeast inh: qHTS of TDP-43 Inhibitors | TDP-43 expressing yeast growth rescue, BacTiter-Glo, 24 h | Potency, µM (titrated, usually from 46.1 µM), for inactives: at the top dose growth rescue (activation), actives largely listed as activators | 1.8% of 410,000 active; note: potency is the fitted concentration of half-maximal effect; % of control where 0% means no effect; nearly all actives have a fitted effect of over 50% in size
#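 In this qHTS, compounds that restore growth of yeast expressing TDP-43 appear as activators. Cells (OD600=0.02, galactose medium, raffinose-pregrown) are incubated with compound 24 hr at 30 deg C and growth is quantified by BacTiter-Glo.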
# D3 ag: qHTS of D3 Dopamine Receptor Agonist: qHTS; 0.58% of 410,000 active; max activation, %; D3R DiscoveRx beta-arrestin cells, luminescence, 90 min; D(3) dopamine receptor (Homo sapiens), P35462; in the data active = max activation above about 30%; note: 0% is about no effect; mostly tested at two doses, the higher about 12 µM
#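 Cells at 1500/well, incubated overnight, then treated with pinned compounds (dopamine as control) for 90 min at 37 degrees C. DiscoveRx reagent added for 30 - 60 minutes at room temperature; luminescence read.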
# KB-V1 MDR tox: qHTS assay for MDR1-selective chemotherapeutics: Primary screen using the drug-selected MDR subline cells KB-V1; Potency, µM (titrated, usually from 46.1 µM), inactives show top-dose activity change, negative = cytotoxicity, most hits filed as cytotoxic; 3.4% of 400,000 active; AID 1347076, 2019; KB-V1 MDR cells viability, CellTiter-Glo, 72 h; note: potency is the fitted concentration of half-maximal effect; % is set by controls: 0 for no effect and ±100 for the full control effect; nearly all actives have a fitted effect of over 60% in size
#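 KB-V1 cells (P-gp-expressing MDR subline of KB-3-1) in phenol-red-free DMEM with 10% FBS were exposed to library compounds over a concentration series for 72 h at 37 degrees C. Viability read by CellTiter-Glo luminescence; concentration-effect curves fitted after normalization.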
# PTHR1 agonist: qHTS for PTHR1 Agonists: Primary Screen; 0.075% of 410,000 active; AID 743266, 2014; Parathyroid hormone/parathyroid hormone-related peptide receptor (Homo sapiens), Q03431; HEK293 GP2 PTHR1 cells, GloSensor cAMP luminescence, 1 h; Potency, µM (top dose mostly 115 µM), without a hit: at the top dose activation, most hits filed as activators; note: potency is the fitted concentration of half-maximal effect; nearly all actives have a fitted effect of over 55% in size; some results filed as inactive show a strong effect at the top dose; inactives centre near -15; many of its hits are not listed in these tables
# Target sequence (Q03431 whole entry, looked up): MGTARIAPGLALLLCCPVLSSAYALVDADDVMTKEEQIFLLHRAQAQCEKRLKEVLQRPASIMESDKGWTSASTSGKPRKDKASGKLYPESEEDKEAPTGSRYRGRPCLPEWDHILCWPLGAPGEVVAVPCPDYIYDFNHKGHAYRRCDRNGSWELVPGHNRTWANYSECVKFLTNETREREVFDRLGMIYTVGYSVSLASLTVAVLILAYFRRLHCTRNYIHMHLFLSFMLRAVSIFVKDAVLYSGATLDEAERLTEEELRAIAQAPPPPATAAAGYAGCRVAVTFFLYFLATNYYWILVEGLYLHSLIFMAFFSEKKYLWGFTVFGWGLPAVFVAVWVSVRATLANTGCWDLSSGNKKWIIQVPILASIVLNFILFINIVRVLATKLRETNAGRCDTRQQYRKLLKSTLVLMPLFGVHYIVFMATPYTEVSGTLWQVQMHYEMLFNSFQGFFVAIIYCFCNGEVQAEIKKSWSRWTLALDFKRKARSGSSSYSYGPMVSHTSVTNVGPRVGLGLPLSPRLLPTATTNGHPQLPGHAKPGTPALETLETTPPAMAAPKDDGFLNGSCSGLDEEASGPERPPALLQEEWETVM
#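 HEK-293-derived GP2 cells expressing PTHR1 and a GloSensor cAMP reporter, 3,000/well, plated overnight, given luciferin plus IBMX (each 0.5 mM as added) for 1 h at 37 °C, then compound for 1 h at 37 °C. Luminescence was read after 15 min at room temperature.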
# D3 antag: qHTS of D3 Dopamine Receptor Antagonist: qHTS. D3R cells, DiscoveRx beta-arrestin luminescence, antagonist mode; hits give low values. 2.5% of 360,000 active. max response, negative = inhibition, %. D(3) dopamine receptor (Homo sapiens), P35462; in the data active = max response below about -50%; inconclusive = no clear call, values can overlap the other calls; note: % is set by controls: 0 for no effect and ±100 for the full control effect; mostly tested at two doses, the higher about 12 µM
#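 Cells expressing the human receptor were seeded at 1500 cells/well, incubated overnight at 37 degrees C in 5% CO2, then exposed to library compounds with dopamine controls for 90 minutes at 37 degrees C before luminescent detection.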
# Active calls of the source: *; i = inactive; ? = inconclusive; . = not tested or not shown; [ ] = another dose, or the depositor's remark. Unless noted, calls come from the whole dose curve; as a rule, active = well fitted curve in the direction sought with a large enough effect; inconclusive = small, poorly fitted or top-dose-only effect, or another doubt; inactive = no such curve, though single readings can be large; an effect the other way counts as inactive or inconclusive. Not all compounds are listed, so the mix of outcomes need not match the whole.
SMILES,GLP1R ag,GLP1R inv ag,aSyn yeast inh,GLP1R cytotox,TDP-43 yeast inh,D3 ag,KB-V1 MDR tox,PTHR1 agonist,D3 antag
O=C(CCn1nnnc1CN1CCOCC1)N1CCC(c2cccc(Cl)c2)C1 (stereo not drawn),7%,-11%,1%,-11%,-7%,-12,4%,i,2
CCON1C(=O)CN(C(=O)OC)C1c1ccc(Cl)cc1Cl (stereo not drawn),-15%,-39%,4%,-21%,5%,1,-5%,i,28
COc1ccc(/C(N)=N/OC(=O)Oc2ccccc2)cc1,-7%,10%,7%,-4%,6%,-1,?,i,2
Cc1ccc(NC(=O)Cn2cnc3c(OCc4ccccc4)ncnc32)cc1C,9%,-11%,-1%,-11%,5%,-7,-4%,i,2
C=CCCN(C(CC(C)C)C(=O)OC)S(=O)(=O)c1ccccc1Br (stereo not drawn),-1%,?,-15%,20%,23%,12,-8%,-58%[inhibitor],15
Cc1cc(-c2csc(N)n2)c(C)n1CCC(C)C,1%,46%[activator],2%,9%,-10%,1,20%,i,17
CCOc1cc(Br)ccc1S(=O)(=O)N1CC(C)OC(C)C1 (stereo not drawn),13%,6%,-2%,-6%,0%,0,-9%,-21%,-24
O=C(COC(=O)c1ccc(NS(=O)(=O)c2ccc(Br)s2)cc1)NC1CCCC1,-3%,28%,-1%,1%,.,-3,-7%,-3%,-1
CC(C)=CCCC(C)CN1CCC(n2nccc2NC(=O)c2ccc3c(c2)OCO3)CC1 (stereo not drawn),-3%,?,1%,-22%,-5%,-26,-2%,i,-10
CCn1c(COc2ccc3ccccc3c2C)nnc1SCC(=O)Nc1cccc(C(=O)O)c1,1%,-8%,-2%,5%,-14%,-9,.,-56%[inhibitor],?
CN1CCN(CCNC(=O)c2ccc3nc(-c4ccc(F)cc4)c(-c4ccc(F)cc4)nc3c2)CC1,18%,5.6µM*,?,?,8%,3,-3%,-22%,-1
CCOC(=O)c1cnc(N2CCN(c3cccc(C)c3C)CC2)c2ccccc12,.,19%,.,2%,9%,-10,.,13%,.
O=C(OCCN1CCCCC1)c1cc2ccccc2o1,17%,-18%,-3%,9%,-6%,1,-12%,9%[57.5 µM],-66*
COc1cc(C)cc(C(=O)C=Cc2ccccc2)c1O,8%,?,?,-7%,14%,-12,-18%,-25%,?
COc1ccc(-c2ccc(C(=O)NCc3ccco3)c3occc23)c(C)c1,13%,?,0%,-9%,?,7,?,-70%[inhibitor],-7
COc1ccc(-c2csc(NC(=O)c3ccccc3F)n2)cc1,21%,15%,-8%,1%,10%,6,19%,-46%[inhibitor],6
COCCn1c(CN2CCC(Cc3ccccc3)CC2)nc2c1c(=O)n(C)c(=O)n2C,-8%,-19%,4%,-14%,17%,1,?,-29%,17
Cc1cc(C)c(NC(=O)c2cc(C)nc3c2c(C)nn3-c2cccc(F)c2)c(C)c1,.,-26%,.,-4%,0%[9.22 µM],11,?,i,.
CCc1ccc(NC(=O)c2cccc(C(=O)Nc3ccc(CC)cc3)n2)cc1,-24%,-11%,3%,18%,24%,3,.,-1%,8
Cc1ccc(-n2[nH]c(C)c(/C=N/c3cccc(C)n3)c2=O)cc1,0%,13%,-15%,3%,-11%,2,-20%,-5%,-5
Cc1nn(-c2ccccc2)c(C)c1Cc1ccc(O)cc1,12%,?,16%,-10%,?,2,0%,-27%,19
CCOc1ccccc1C1N=C(c2ccc(OC)cc2)CC(c2ccccc2O)N1 (stereo not drawn),-12%,11%[0.307 µM],-14%,0%[0.307 µM],30%,1,-23%,-16%,-22
COc1ccc(NC(=O)CN(C)C(=O)c2ccc(OCc3ccccc3)c(OC)c2)cc1,-3%,-8%,0%,-2%,1%,5,?,i,18
CCO[C@@H]1OC(C(=O)N2CCN(Cc3ccc4c(c3)OCO4)CC2)=C[C@H](c2coc3ccccc3c2=O)[C@H]1CCCO,15%,1%,-1%,3%,19%,2,-14%,-5%,16
Cc1cc(C)cc(C(=O)NCCC(=O)N2CCC3(CC2)NCCc2[nH]cnc23)c1,-6%,15%,10%,-5%,-21%,-14,-7%,?,11

# Overlap with the part before: 3 compounds; new compounds follow.
SMILES,GLP1R ag,GLP1R inv ag,aSyn yeast inh,GLP1R cytotox,TDP-43 yeast inh,D3 ag,KB-V1 MDR tox,PTHR1 agonist,D3 antag
COc1ccc(NC(=O)CN(C)C(=O)c2ccc(OCc3ccccc3)c(OC)c2)cc1,-3%,-8%,0%,-2%,1%,5,?,i,18
CCO[C@@H]1OC(C(=O)N2CCN(Cc3ccc4c(c3)OCO4)CC2)=C[C@H](c2coc3ccccc3c2=O)[C@H]1CCCO,15%,1%,-1%,3%,19%,2,-14%,-5%,16
Cc1cc(C)cc(C(=O)NCCC(=O)N2CCC3(CC2)NCCc2[nH]cnc23)c1,-6%,15%,10%,-5%,-21%,-14,-7%,?,11
COc1ccc(/C=N\NS(=O)(=O)c2ccc(Br)cc2)cc1COc1ccccc1[N+](=O)[O-],4%,-30%,-1%,-20%,-1%,2,-15%,-18%,-2
Cc1ccc(N2CC(NC(=O)C(=O)c3c(C)[nH]c4ccccc34)CC2=O)cc1C (stereo not drawn),0%,-30%,0%,-2%,3%,0,-5%,-28%,8
Cc1[nH]n2c(=O)cc(-c3ccccc3Cl)nc2c1-c1ccccc1,-7%,?,.,-5%,11%,-6,-22%,-16%,.
CCCOc1ccc(F)cc1-c1cc(C(=O)NCc2ccccc2)[nH]n1,16%,?,0%,-4%,?,-19,-24%,i,-99*
C/C=C/C=C/C(=O)OC(C)C(=O)Nc1cc([N+](=O)[O-])ccc1OC (stereo not drawn),24%,4%[0.307 µM],-1%,14%[0.307 µM],13µM*,7,1%,-15%,-8
O=C(NCc1cccc(C(F)(F)F)c1)C1CCN(c2ncccn2)CC1,-10%,-4%,-3%,5%,0%,-9,-4%,-20%[57.5 µM],3
O=C(O)c1cc(-c2ccccc2)nc(-c2ccccc2)c1,-3%,-13%,0%[1.84 µM],-8%,12%,-5,0%,-15%,1
Cc1c(NC(=O)CN2CCN(c3ccc([N+](=O)[O-])cc3)CC2)c(=O)n(-c2ccccc2)n1C,4%,10%,1%,?,-19%,-3,4%,-29%,-9
COc1cc2ccc(C(=O)O)cc2cc1OC,-4%,7%,-1%,1%,?,-9,18%,-16%,-1
O=C(CCn1c(=O)oc2ccccc21)NCc1cccs1,-7%,0%,4%,-6%,-9%,-4,11%,-25%[57.5 µM],7
N#CC1=C(N)Oc2ccc3ccc(O)cc3c2C1c1cccnc1 (stereo not drawn),5%,9%,1%,-7%,5%,3,8%,-38%[inhibitor][57.5 µM],-16
CSc1cccc(NC(=S)N2CCCN(Cc3ccccc3F)C2)c1,15%,?,2%,-4%,-3%,-11,0%,i,-6
O=C1OCCC1=COCCCCCCOC=C1CCOC1=O,13%,7%,-3%,12%,-1%,-5,?,i,-23
COCc1cc(C)nc2sc3c(=O)n(-c4cccc5ccccc45)nnc3c12,-1%,2%,-6%,3%,4%,0,0%,i,-2
COc1ccc(S(=O)(=O)c2c(Nc3cccc(Cl)c3)sc(C(=O)c3ccccc3)c2N)cc1,.,?,.,4%,10%,-2,?,i,.
COc1ccc(NC(=O)c2csc3c2CCCCC3)cc1,.,7%,.,-2%,23%,7,.,-41%[inhibitor],.
O=C(CSCCOc1ccccc1)NCc1ccncc1,-2%,8%,5%,-5%,-23%,-4,4%,i,6
Cc1cc2c(c(SCC(=O)N(C)c3ccccc3)n1)C(=O)OC2,-5%,14%,-3%,5%,-1%,-3,3%,-28%[57.5 µM],7
c1ccc(-c2csc3ncnc(N4CCOCC4)c23)cc1,8%,0%,0%,0%,-11%,5,8%,i,1
COc1ccc(C(=O)COC(=O)c2cc(S(=O)(=O)N3CCCCC3)ccc2N2CCOCC2)c(OC)c1,23%,-71%,3%,7%,?,2,14%,i,5
OC(c1ccccc1)c1ncc(-c2cccc(C(F)(F)F)c2)[nH]1 (stereo not drawn),2%,-3%,0%,6%,?,2,6%,i,4
CC(C)Cn1nc(NC(=O)C(C)(C)C)c2cc3ccccc3nc21,20%,?,-2%,229%[activator],23%,-5,-4%,i,2
COc1ccc(NC(=O)CSc2ccccc2)cn1,17%,14%,2%,7%,5%,16,3%,-15%,13
Cc1noc(C)c1COc1cccc(C(=O)OCC(=O)N2CC(=O)Nc3ccccc32)c1,3%,?,-19%,?,1%,1,?,-16%,14
O=S(=O)(NN1CCOCC1)c1cc(Cl)cc(Cl)c1O,-11%,10%,-17%,-7%,-21%,-2,-1%,i,-1
Cc1ccc(C2OCC(C)([N+](=O)[O-])CO2)cc1 (stereo not drawn),12%,-1%,-3%,17%,-3%,-14,-1%,-2%,12
CN(CCc1ccccn1)C(=O)Nc1ccc(F)cc1,0%,6%,-12%,5%,-8%,-8,-2%,i,0
COC(=O)N1CCCCC1c1cc(C(=O)N2CCOCC2)no1 (stereo not drawn),1%,12%,-2%,1%,11%,-6,-1%,-24%,-4
Cc1nn(-c2ccccc2)c(C)c1/C=C/C(=O)OCC(=O)Nc1ccc(C(N)=O)cc1,-3%,1%,-4%,3%,3%,1,0%,-25%,16
CCOc1ccc(NC(=O)CSc2nccn2C)cc1,-5%,4%,2%,7%,-17%,8,1%,i,6

# Bioassay records (PubChem BioAssay)
